# Screens (PubChem)
# aSyn rescue = qHTS of alpha-syn Inhibitors. Yeast expressing alpha-synuclein, growth rescue, BacTiter-Glo, 24 h. Potency, µM (titrated, usually from 46.1 µM), for inactives: top-dose growth rescue (activation), most hits filed as activators. hit rate 0.14% among 370,000. AID 652106, 2013; further: potency means the concentration at half of the fitted maximal effect; % of control where 0% means no effect; nearly all actives have a fitted effect of over 65% in size
#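 Readout is rescue of growth in alpha-synuclein-expressing yeast, so inhibitors of toxicity appear as activators. Growth after 24 hr at 30 deg C in galactose medium is quantified by luminescence.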
# IL2 activator = qHTS of IL-2 Activators. IL-2 activation reporter assay, cell-based qHTS; stimulated with anti-CD3/CD4/CD28 beads; in transgenic mouse T cells. activation, % (series mostly up to about 46 µM). hit rate 0.065% among 360,000; in the data active means activation above about 50%; inconclusive means mostly about 30% to 49%; further: 0% is about no effect
#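 Quantitative HTS in unstimulated transgenic mouse T cells, with memory T cells as non-tolerant control and PMA/ionomycin as tolerance-bypass control. Compound pretreatment lasted 60 minutes before 18 h bead stimulation; EGFP/DsRed fluorescence read.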
# FUS suppressor = qHTS for Suppressors of FUS Proteinopathy: Primary screen using FUS-linked yeast assay; S. cerevisiae FUS-expressing, growth rescue, OD600, 24 h; Potency, µM (titrated, usually from 76.6 µM), inactives show at the highest dose growth rescue (activation), usual class: activators; hit rate 0.24% among 390,000; AID 1347120, 2019;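 further: potency means the concentration at half of the fitted maximal effect; plate controls were DMSO vehicle for no effect and reference control for full effect; nearly all actives have a fitted effect of over 55% in size; some results filed as inactive show a strong effect at the top dose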
#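 S. cerevisiae expressing FUS from galactose induction served as the toxicity model. Growth after 24hr at 30C, read as absorbance at 600 nm, indicates suppression of toxicity; compounds dosed at several concentrations.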
# PI5P4Ka inh = qHTS for Inhibitors of phosphatidylinositol 5-phosphate 4-kinase (PI5P4K). Phosphatidylinositol 5-phosphate 4-kinase type-2 alpha (Homo sapiens), P48426. PI5P4Kalpha enzyme, ADP-Glo luminescence, 60 min; active compounds read low. max response, %. hit rate 1.2% among 330,000. AID 652105, 2013; active means max response of -50% or lower; inconclusive means between -30% and -50%; inactive means -30% or higher; further: value at the top dose of about 77 µM; on the % scale 0 is the no-effect control and ±100 the full control effect
# Target sequence (P48426 whole entry, looked up): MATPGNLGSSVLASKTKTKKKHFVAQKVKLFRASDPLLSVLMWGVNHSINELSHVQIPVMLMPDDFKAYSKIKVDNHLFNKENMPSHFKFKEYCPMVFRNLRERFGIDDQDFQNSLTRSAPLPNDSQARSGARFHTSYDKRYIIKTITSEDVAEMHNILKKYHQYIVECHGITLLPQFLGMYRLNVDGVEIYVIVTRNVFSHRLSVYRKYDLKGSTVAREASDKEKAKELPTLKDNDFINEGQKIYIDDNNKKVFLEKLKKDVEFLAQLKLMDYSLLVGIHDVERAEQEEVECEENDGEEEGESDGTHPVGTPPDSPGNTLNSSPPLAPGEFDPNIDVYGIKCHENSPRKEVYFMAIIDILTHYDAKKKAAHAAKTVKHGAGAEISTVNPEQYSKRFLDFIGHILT
#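 Single end-point luminescence (ADP-Glo) quantified ADP from PI5P4Kalpha turnover; ATP 5 microM final, 1 h at RT, 0.1% CHAPS and 0.28 mM EGTA in HEPES pH 7.4.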
# PLK1 PBD block = qHTS for Inhibitors of PLK1-PDB (polo-like kinase 1 - polo-box domain): Primary Screen. AID 720504, 2013. Plk1 PBD binding of FITC phosphopeptide, fluorescence polarization. hit rate 2.8% among 360,000. Serine/threonine-protein kinase PLK1 (Homo sapiens), P53350. Potency, µM, for inactives: max response, negative = inhibition, usual class: inhibitors; further: potency means the concentration at half of the fitted maximal effect; series mostly up to about 57 µM; on the % scale 0 is the no-effect control and ±100 the full control effect; nearly all actives have a fitted effect of over 65% in size
# Target sequence (P53350 whole entry, looked up, the tested form may be a part): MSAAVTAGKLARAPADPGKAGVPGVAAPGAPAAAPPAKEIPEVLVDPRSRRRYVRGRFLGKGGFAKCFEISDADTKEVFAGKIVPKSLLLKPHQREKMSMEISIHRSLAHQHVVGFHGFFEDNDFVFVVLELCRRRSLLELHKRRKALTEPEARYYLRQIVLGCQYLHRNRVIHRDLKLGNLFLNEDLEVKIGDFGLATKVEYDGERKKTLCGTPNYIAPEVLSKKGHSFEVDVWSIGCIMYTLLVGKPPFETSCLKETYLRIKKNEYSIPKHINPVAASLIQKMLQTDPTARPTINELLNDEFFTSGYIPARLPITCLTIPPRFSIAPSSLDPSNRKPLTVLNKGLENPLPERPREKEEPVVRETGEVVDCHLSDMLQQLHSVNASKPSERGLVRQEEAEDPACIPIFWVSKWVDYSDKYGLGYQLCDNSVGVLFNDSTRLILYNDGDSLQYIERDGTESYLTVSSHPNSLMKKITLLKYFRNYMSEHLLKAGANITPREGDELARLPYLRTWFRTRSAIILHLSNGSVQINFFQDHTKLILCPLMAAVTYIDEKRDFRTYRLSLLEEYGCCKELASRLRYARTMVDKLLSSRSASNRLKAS
# Abeta yeast res = qHTS for compounds that reverse cellular toxicity of Amyloid beta (A-beta) peptide in yeast: Primary Screen | AID 1347071, 2019 | Potency, µM (series often up to 46.1 µM), for inactives: at the top dose growth rescue, actives largely listed as activators | hit rate 0.063% among 410,000 | yeast expressing A-beta42, growth rescue, OD600, 48 h; response scale: 0% DMSO, 100% iron-clioquinol control; further: potency means the concentration at half of the fitted maximal effect; nearly all actives have a fitted effect of over 55% in size
#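 Growth rescue measured by 600 nm absorbance after 48 h yeast culture at 30 C with compound. Values normalized between DMSO and an equimolar ferric chloride plus clioquinol control.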
# EPAC1 antagonist = qHTS for Antagonist of cAMP-regulated guanine nucleotide exchange factor 3 (EPAC1): primary screen; Rap guanine nucleotide exchange factor 3 (Homo sapiens), O95398; EPAC1 GEF assay, Rap1b-BODIPY-GDP exchange fluorescence; hit rate 0.14% among 360,000; Potency, µM (titrated, usually from 115 µM), inactives show at the highest dose activity change, negative = inhibition, most hits filed as inhibitors;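 further: potency means the concentration at half of the fitted maximal effect; plate controls were vehicle for no effect and positive control for full effect; nearly all actives have a fitted effect of over 50% in size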
# WRN inhibitor = qHTS for Inhibitors of WRN Helicase. Potency, µM (series often up to 114 µM), for the others: at the highest dose activity change, negative = inhibition, usual class: inhibitors. Bifunctional 3'-5' exonuclease/ATP-dependent helicase WRN (Homo sapiens), Q14191. WRN helicase unwinding, fluorescent forked duplex, kinetic. hit rate 0.46% among 360,000; further: potency means the concentration at half of the fitted maximal effect; on the % scale 0 is the no-effect control and ±100 the full control effect; nearly all actives have a fitted effect of over 55% in size
#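 Kinetic fluorescence helicase assay: unwinding of a quenched forked DNA duplex (100 nM final) with 2 mM ATP final raises red fluorescence (525/598 nm). Compounds sat 15 min at room temperature with 20 nM WRN beforehand.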
# EPAC1 ag = qHTS for Agonist of cAMP-regulated guanine nucleotide exchange factor 3 (EPAC1): primary screen; AID 720707, 2013; EPAC1 agonist qHTS, biochemical assay; response scale: 100% = response to 6.5 mM cAMP; hit rate 0.073% among 360,000; Potency, µM (doses to about 154 µM), for the others: at the highest dose activation, hits mostly activators; further: potency means the concentration at half of the fitted maximal effect; nearly all actives have a fitted effect of over 60% in size
#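 Multi-concentration qHTS readout: loss of Rap1B-bound BODIPY-GDP fluorescence driven by 100 nM EPAC1 with excess GDP (50 uM), monitored kinetically at room temperature; agonist response expressed relative to 6.5 mM cAMP.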
# Numbers without * were called inactive; ? = inconclusive; nt = no result given; [ ] = remark or other dose. Unless noted, the call rests on the fitted dose curve; in most records, active means well fitted curve in the direction sought with a large enough effect; inconclusive means small, poorly fitted or top-dose-only effect, or another doubt; inactive means no such curve, though single readings can be large; an effect the other way counts as inactive or inconclusive. Random draw from the library; about 4.1% have a hit in one of these screens.
No. | structure | IL2 activator | Abeta yeast res | FUS suppressor | EPAC1 antagonist | WRN inhibitor | PI5P4Ka inh | EPAC1 ag | aSyn rescue | PLK1 PBD block
1 | CC(C)(C)NC(=O)NC(=O)COC(=O)c1cccc(S(=O)(=O)N2CCCCC2)c1 | 0.2 | -9% | 2% | 6% | -8% | 2 | -20% | 1% | 2%
2 | O=C(/C=C/c1ccccc1)N1CCN(c2cccc(Cl)n2)CC1 | -0.9 | 1% | 19% | -8% | 5% | nt | 7% | 2% | -3%
3 | C/C1=C\CCC2C(/C=C(\C)CC1)OC(=O)C2CN1CCCCC1 (stereo not drawn) | -0.7 | -3% | 28% | -20% | -9% | 4 | 10% | -7% | -8%
4 | CCNC(=S)N1CCN(C(=O)c2ccco2)CC1 | 0.8 | -18% | 32% | 2% | -2% | nt | 5% | -9% | -7%
5 | CCc1nc(SCc2cccnc2)c(C#N)cc1C | -3.2 | -4% | 9% | 8% | 9% | nt | 1% | 11% | -6%
6 | O=C1N[C@@H](Cc2ccccc2)C(=O)N2[C@@H]3N(S(=O)(=O)c4ccc(F)cc4)c4ccccc4[C@]3(Br)C[C@@H]12 | -0.6 | 4% | ? | 5% | -11% | -6 | 1% | 8% | -5%
7 | Cn1c(SCC(=O)NC(C)(C)C)nnc1-c1cccc(NC(=O)c2ccccc2F)c1 | -1.6 | 12% | 19% | -2% | -4% | -3 | 3% | -1% | -5%
8 | O=C(CSc1nc(-c2ccco2)cc(C(F)(F)F)n1)NCCN1CCOCC1 | -1.9 | -4% | -3% | -11% | -5% | 5 | -11% | -3% | -9%

# In a second layout: entries from further up.
# Second line of a record – IL2 activator, Abeta yeast res, FUS suppressor, EPAC1 antagonist, WRN inhibitor, PI5P4Ka inh, EPAC1 ag, aSyn rescue, PLK1 PBD block
(5) CCc1nc(SCc2cccnc2)c(C#N)cc1C
  -3.2, -4%, 9%, 8%, 9%, nt, 1%, 11%, -6%
(6) O=C1N[C@@H](Cc2ccccc2)C(=O)N2[C@@H]3N(S(=O)(=O)c4ccc(F)cc4)c4ccccc4[C@]3(Br)C[C@@H]12
  -0.6, 4%, ?, 5%, -11%, -6, 1%, 8%, -5%
(7) Cn1c(SCC(=O)NC(C)(C)C)nnc1-c1cccc(NC(=O)c2ccccc2F)c1
  -1.6, 12%, 19%, -2%, -4%, -3, 3%, -1%, -5%

# New compounds follow.
No. | structure | IL2 activator | Abeta yeast res | FUS suppressor | EPAC1 antagonist | WRN inhibitor | PI5P4Ka inh | EPAC1 ag | aSyn rescue | PLK1 PBD block
9 | CCCC[C@@H]1CNC(=S)N1CC1CCCCC1 | -0.3 | -1% | 2% | -6% | 3% | 0 | 5% | 3% | -11%
10 | O=C(/C=C/c1ccccc1)OCC(=O)c1ccc[nH]1 | 0.9 | -8% | -17% | -19% | 3% | -21 | 7% | -5% | 0%
11 | O=C(Nc1ccon1)c1nc[nH]c1C(=O)N1CCN(c2ccccc2)CC1 | 0.4 | 2% | 6% | 10% | -2% | -3 | 6% | -2% | -3%
12 | COc1ccc(O)c(-c2cc(-c3ccccc3Cl)[nH]n2)c1 | 0.7 | -7% | 15% | -16% | -16% | 25 | 13% | -15% | -1%
13 | CCN(CC)C(=O)C(=O)N/N=C/c1ccc(Br)cc1 | -0.3 | 7% | -3% | -10% | -2% | 1 | 6% | 3% | -6%
14 | O=S(=O)(NC(=NCc1ccccc1)c1ccccc1)c1ccccc1 | -0.4 | 13% | 7% | -1% | -14% | 1 | 2% | 1% | 5%
15 | COc1cccc(C(NC(C)=O)c2nc(-c3cccc4cccnc34)cs2)c1 (stereo not drawn) | -0.7 | 8% | -17% | 12% | -6% | -1 | -7% | -8% | 1%
16 | O=C(CSc1n[nH]c(=O)[nH]c1=O)N/N=C/C=C\c1ccccc1 | -0.5 | -18% | -14% | -12% | -4%[57.1 µM] | -21 | 7% | 1% | 24µM*
17 | O=C1CCC(C(=O)OCC(=O)Nc2ccc(Cl)cc2C(F)(F)F)=NN1 | 0.7 | 1% | -21% | -9% | 2% | 6 | -5% | -6% | -18%
18 | COc1cccc(/C(O)=C2\C(=O)C(=O)N(c3ccccn3)C2c2cccc(OC)c2OC)c1 (stereo not drawn) | -0.3 | 13% | 39% | 9% | -1% | nt | 1% | -2% | -13%
19 | Cn1c(=O)c2c(nc(NN=C3CCCC3)n2C)n(C)c1=O | -0.3 | 6% | 15% | -8% | -12% | -21 | -1% | -10% | -14%
20 | CCN(CC(=O)Nc1ccc(NC(C)=O)cc1)C(=O)C1CCC1 | 0.8 | -4% | 6% | 9% | -18% | 2 | 3% | -3% | -5%
21 | Cc1cc(C)n2nc(C(=O)N3CCOCC3)nc2n1 | -0.2 | 8% | -12% | -9% | 0% | -7 | 3% | 4% | -15%
22 | CC(C)Cc1ccc(S(=O)(=O)N2CCN(C(=O)c3ccco3)CC2)cc1 | -1.8 | -11% | -7% | -9% | -5% | nt | -8% | 1% | -10%
23 | O=C(c1ccco1)N1CCN(Cc2nc3ccccc3c(=O)n2-c2ccc(F)cc2)CC1 | -0.7 | 3% | 19% | -12% | -3% | nt | -2% | 0% | -10%
24 | COc1ccc(NC(=O)C(NC(=O)c2ccc(=O)[nH]c2)c2ccc(OC)cc2)cc1 (stereo not drawn) | -0.5 | 9% | nt | 2% | -18% | -3 | 3% | -6% | -1%
25 | Cc1ccc(OCc2cc(C(=O)N3CCc4[nH]cnc4C3c3ccccn3)no2)cc1C (stereo not drawn) | -1.7 | -9% | 22% | 1% | 0% | -4 | 1% | 6% | 1%
26 | Cc1ccc2cc(C)c(SCC(=O)Nc3ccc(S(=O)(=O)N4CCCC4)cc3)nc2c1 | -0.1 | 1% | 27% | -2% | 4% | -7 | 10% | 29% | -16%
27 | Cc1cc(Br)c(NC(=O)CSc2n[nH]c(N)n2)c(Br)c1 | 0.0 | -1% | 5% | -1% | 5% | -5 | -7% | -1% | -9%
28 | COCC1CCCN(C(=O)c2ccc3oc(C(C)C)nc3c2)C1 (stereo not drawn) | 1.2 | 13% | 10% | -8% | 9% | -4 | 5% | 3% | 3%
29 | O=C(Nc1ccc(S(=O)(=O)Nc2ncccn2)cc1)c1ccc(Cl)c([N+](=O)[O-])c1 | 0.2 | 3% | 3% | -8% | -9% | 2 | 9% | 0% | -10%
30 | COCCNc1nnc(Cc2ccc(OC)c(OC)c2)c(=O)[nH]1 | 2.3 | -11% | 11% | 11% | -1% | 4 | 16% | -6% | -9%
31 | O=C(CNCc1ccc(F)cc1)Nc1ccc(S(=O)(=O)N2CCOCC2)cc1 | -2.7 | 8% | 2% | -2% | 5% | -11 | -5% | -4% | -3%
32 | O=C(Cn1c(Cn2c(-c3cnccn3)nc3ccccc32)nc2ccccc21)c1ccc(OC(F)(F)F)cc1 | -0.2 | 7% | -7% | -16% | -4% | 0 | -31%[inhibitor] | 2% | -1%

# Structures above that have bromine (three):
No. | structure | IL2 activator | Abeta yeast res | FUS suppressor | EPAC1 antagonist | WRN inhibitor | PI5P4Ka inh | EPAC1 ag | aSyn rescue | PLK1 PBD block
6 | O=C1N[C@@H](Cc2ccccc2)C(=O)N2[C@@H]3N(S(=O)(=O)c4ccc(F)cc4)c4ccccc4[C@]3(Br)C[C@@H]12 | -0.6 | 4% | ? | 5% | -11% | -6 | 1% | 8% | -5%
13 | CCN(CC)C(=O)C(=O)N/N=C/c1ccc(Br)cc1 | -0.3 | 7% | -3% | -10% | -2% | 1 | 6% | 3% | -6%
27 | Cc1cc(Br)c(NC(=O)CSc2n[nH]c(N)n2)c(Br)c1 | 0.0 | -1% | 5% | -1% | 5% | -5 | -7% | -1% | -9%

# Later entries
No. | structure | IL2 activator | Abeta yeast res | FUS suppressor | EPAC1 antagonist | WRN inhibitor | PI5P4Ka inh | EPAC1 ag | aSyn rescue | PLK1 PBD block
33 | COc1ccccc1C(=O)NC(=O)COC(=O)CNC(=O)c1ccccc1 | 0.2 | -4% | 10% | 13% | 7% | -3 | -3% | -4% | 1%
34 | COc1nc2ccccc2c(=O)n1OCC(C)C | 3.1 | 11% | 0% | 0% | -4% | nt | 6% | 3% | -9%
35 | Cn1cnnc1SCC(=O)Nc1ccc(S(=O)(=O)N2CCOCC2)cc1 | -0.4 | 7% | nt | -1% | -18% | 4 | -8% | 1% | -12%
36 | Cc1cccc(S(=O)(=O)NCCNS(=O)(=O)c2cccc(C)c2)c1 | -2.1 | 0% | 2% | -5% | 3% | -6 | -3% | -3% | 1%
37 | N#Cc1c(N)[nH]c(C(=O)c2ccccc2)c1-c1ccc(Cl)cc1 | -0.6 | 1% | -3% | -1% | 0% | -5 | -10% | ? | -2%
38 | CCOc1ccc(-c2nc(S(=O)(=O)c3ccccc3)c(NCc3cccnc3)o2)cc1 | 0.2 | 16% | -12% | 5% | -1%[57.1 µM] | -2 | 16% | -8% | 0%
39 | CC(C)(C)C1=C(C#N)C(c2cccnc2)C(C#N)=C(N)O1 (stereo not drawn) | 3.7 | 7% | -10% | -15% | -20%[57.1 µM] | -1 | -15% | 1% | -21%
40 | Cc1ccc(OCC(=O)Nc2nnc(S(=O)(=O)N3CCCCCC3)s2)cc1C | -0.9 | 7% | 5% | -22% | -3% | -3 | -15% | 1% | -5%
